KOR beta-arrestin-1: KOR antagonists, beta-arrestin recruitment, cell-based, luminescence, uHTS (AID 1778); 290,000 compounds, 0.091% hits; KOR beta-arrestin recruitment, luminescence, antagonist mode; higher % means a stronger effect; inhibition, % at 10 µM; hits with a dose series show IC50 in µM; note: strong numbers were not always called active
NTR1 ag: agonists of NTR1, primary screen, imaging, U2OS cells, beta-arrestin-GFP, high content (AID 493036) | P30989 | NTR1-U2OS beta-arrestin-GFP spot imaging, agonist mode | activation, % at 20 µM | 330,000 compounds, 0.17% hits;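 active = activation at or above 40% of the spot to cytoplasm intensity ratio, with at least 20 cells analyzed; inconclusive = wells under 20 cells, flagged as cytotoxic or low count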;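 note: 0% = DMSO without peptide and 100% = 100 nM NTR1 peptide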
Target sequence (P30989 whole entry, looked up): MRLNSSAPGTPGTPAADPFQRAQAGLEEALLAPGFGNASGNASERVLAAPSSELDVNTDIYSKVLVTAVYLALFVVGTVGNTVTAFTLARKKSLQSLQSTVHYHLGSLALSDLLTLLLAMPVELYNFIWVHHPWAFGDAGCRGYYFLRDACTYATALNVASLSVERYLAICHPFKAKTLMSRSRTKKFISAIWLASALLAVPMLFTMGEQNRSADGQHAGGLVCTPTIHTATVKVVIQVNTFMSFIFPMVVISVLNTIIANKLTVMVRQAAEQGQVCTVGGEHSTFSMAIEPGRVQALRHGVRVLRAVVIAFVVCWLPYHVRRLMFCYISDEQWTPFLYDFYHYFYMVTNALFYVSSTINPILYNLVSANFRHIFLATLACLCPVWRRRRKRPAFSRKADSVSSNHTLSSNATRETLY
KOR beta-arrestin-2: KOR agonists, beta-arrestin recruitment, primary screen, cell-based, luminescence, uHTS (AID 1777). KOR beta-arrestin recruitment, luminescence; higher % means a stronger effect. one-dose activation, % at 10 µM; EC50 in µM for titrated hits. 280,000 compounds, 0.02% hits; in the data active = activation above about 50%, passing the limit was not always enough; note: a part of the inactive calls stands beside numbers as strong as those of hits
HEK293 NOD2/NF-kB: inhibition of NOD2-driven NF-kB reporter – cell-based, luminescence, uHTS, HEK293 (AID 1566). HEK293 NOD2/NF-kB luciferase reporter, luminescence; higher % means a stronger effect. inhibition, % at 4 µM; hits with a dose series show EC50 in µM. 290,000 compounds, 0.63% hits; note: many of its hits are not listed in these tables
NOD1 inhibition: NOD1 signaling inhibitors, primary screen, cell-based, luminescence, uHTS (AID 1578); NOD1-driven NF-kB luciferase reporter cells, luminescence; higher % means a stronger effect; inhibition, % at 4 µM; hits with a dose series show EC50 in µM; 290,000 compounds, 1% hits; in the data active = inhibition mostly above about 36%, no sharp cut-off; inactive = mostly below about 34%;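 note: HEK-293T reporter cells stimulated with the NOD1 agonist gamma-tri-DAP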
Myeloid diff 2: compounds promoting myeloid differentiation; calls only at 10 µM; ER-HoxA9 myeloid progenitors, lysozyme-GFP differentiation, flow cytometry; AID 624256; 360,000 compounds, 1% hits;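 active = normalized GFP-positive differentiation at or above the plate's own cutoff, the solvent-only control mean plus 3 SD; inconclusive = no clear call, values can overlap the other calls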;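 note: cells exposed to compound for four days before flow analysis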
GPR55 LPI antagonism: GPR55 antagonists blocking LPI-driven arrestin recruitment, primary screen, imaging, U2OS, beta-arrestin-GFP, LPI agonist (AID 2013) | U2OS GPR55 beta-arrestin-GFP translocation imaging, LPI antagonism; higher % means a stronger effect | one-dose inhibition, % at 10 µM; IC50 in µM for titrated hits | 290,000 compounds, 0.13% hits;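 active = spots per cell inhibited over 60%, with over 100 cells counted and total cytoplasm intensity under 500,000; inconclusive = wells with under 100 cells, flagged as likely toxic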;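 note: U2OS cells stably carrying GPR55 and arrestin-GFP stimulated by 5 µM LPI near EC80; imaged beta-arrestin-GFP aggregate spots per cell after agonist stimulation; plate controls were LPI-stimulated DMSO wells for no effect and DMSO wells without LPI for full effect; some results filed as inactive read as strong as hits; confirmed hits need IC50 under 10 µM and bright autofluorescent wells are also inconclusive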
GPR55 beta-arrestin: GPR55 agonists via beta-arrestin recruitment, primary screen, imaging, U2OS cells, beta-arrestin-GFP redistribution (AID 1961). 290,000 compounds, 0.048% hits. U2OS GPR55 beta-arrestin-GFP redistribution imaging; higher % means a stronger effect. one-dose activation, % at 10 µM; EC50 in µM for titrated hits;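 active = activation above 40% with more than 50 cells counted in the well; inconclusive = wells holding fewer than 50 cells, flagged as toxic or sparse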;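 note: U2OS osteosarcoma cells stably expressing GPR55 and beta-arrestin-GFP; plate controls were DMSO negative control for no effect and LPI positive control for full effect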
T cell HTS: modulates CD8 T cell binding to vesicles; 2C CD8+ T cell-vesicle binding, flow cytometry; active compounds read low; calls only at 7 µM; 330,000 compounds, 0.068% hits; AID 2052;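 active = response, share of CD8 T cells binding vesicles, and their 90th percentile fluorescence all below set limits, cut at about 80% in these data, passing the limit was not always enough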
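Read-out – percent CD8+ FL2 mean versus row control · System – murine 2C transgenic CD8+ T lymphocytes · Times – 1.5 h cell–vesicle binding at 37 °C, then 20 min icy labelling · Control set – naked vesicles low, QL9 vesicles with vehicle high · Detection – cytometric PE anti-B7-1 and Alexa647 anti-CD8 signals after 1% paraformaldehyde fixation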
T cell HTS vesicle-bound %: second read-out of T cell HTS, no call of its own (marks repeat the call); double positive events, %; measured here: CD8+ vesicle-bound cell fraction;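 binding gate set so that unloaded-vesicle control wells show 10% double positive cells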
NTR1 ag cell count 20 µM: also measured in NTR1 ag; calls as there; cell count; measured here: cell count, cytotoxicity flag
Myeloid diff 2 GFP+ MAC1+ %: recorded beside Myeloid diff 2, whose call it bears; GFP+ MAC1+ double positive, %; measured here: differentiation confirmed by MAC1 staining
* = called active by the depositor; i = inactive; ? = inconclusive; / = not tested or not shown; + = active, no number; [ ] = dose if it differs, or a comment. Cut-off read from the data, not from the text of the source, unless noted: active = inhibition above about 50%; inactive = the rest.

SMILES	KOR beta-arrestin-1	NTR1 ag	NTR1 ag cell count 20 µM	KOR beta-arrestin-2	HEK293 NOD2/NF-kB	NOD1 inhibition	Myeloid diff 2	Myeloid diff 2 GFP+ MAC1+ %	GPR55 LPI antagonism	GPR55 beta-arrestin	T cell HTS	T cell HTS vesicle-bound %
C=CCOc1ccc(CNCCc2ccc(S(N)(=O)=O)cc2)cc1	-10%	0.2	63	-0.9%	0%	-21%	i	0.3	5%	0.8%	i	11
COC(C(=O)Nc1ccnn1C1CCN(C(=O)c2ccc(C=O)cc2)CC1)c1ccccc1 (stereo unspecified)	-27%	2.0	54	9.5%	15%	29%	?	/	-25%	-0.1%	i	20
O=S(=O)(NCC1CCCO1)c1ccc(S(=O)(=O)N2CCCC2)cc1 (stereo unspecified)	12%	-0.4	47	-0.1%	10%	-16%	i	7.1	18%	-0.1%	i	27
O=C(C(Sc1ccccc1)c1ccccc1)N1CCOCC1 (stereo unspecified)	10%	-1.9	70	-3.8%	17%	-11%	i	0.3	0%	-0.1%	i	7
CN(C)c1ccc(NC(=O)CN2C3CCCC2CC(NC(=O)c2ccccc2)C3)cc1 (stereo unspecified)	-14%	-0.4	38	-3.8%	7%	-16%	i	0.3	13%	0.2%	i	15
c1ccc(Nc2nc(NCc3ccco3)c3ccccc3n2)cc1	21%	5.0	46	15%	31%	-4%	i	0.4	74%*	0.2%	i	44
CC(C)CNS(=O)(=O)c1ccc(CCC(=O)NCc2ccncc2)cc1	-12%	1.5	34	8.8%	16%	17%	i	0.5	6%	-0.2%	i	49
Cc1nn(Cc2c(F)c(F)c(F)c(F)c2F)c(C)c1NC(=O)c1nn(C)cc1[N+](=O)[O-]	-30%	0.8	72	0.4%	14%	-2%	i	5.7	6%	0.0%	i	64
BrC(=C\c1ccccc1)/C=N/n1cnnc1	7%	/	/	1.7%	-10%	67%*	?	/	8%	0.2%	/	/
COc1ccc([N+](=O)[O-])cc1N(CC(=O)NCCCOC(C)C)S(C)(=O)=O	-14%	0.1	38	-2.8%	10%	-17%	i	0.6	7%	-0.1%	i	37
COc1ccc(-n2c(SCC(=O)Nc3cc(C)on3)nc3c([nH]c4ccccc43)c2=O)cc1OC	-2%	4.2	45	-2.3%	-5%	-33%	i	1.6	14%	-0.2%	i	72
CC(C)(C)CN1CCN(CC#Cc2ccccc2)CC1CCO (stereo unspecified)	-35%	1.2	56	5.0%	-10%	47%	i	0.7	-23%	0.3%	i	52
CN(C)c1ccc(/C=N/NC(=O)c2nonc2N)cc1[N+](=O)[O-]	-5%[20 µM]	2.8	89	-3.2%	-5%	-28%	i	0.2	-2%	0.0%	i	44
CCN(Cc1cc(=O)n2ccsc2n1)Cc1nc2cc(OC)c(OC)cc2c(=O)[nH]1	1%	1.0	59	-0.5%	-1%	-7%	i	0.0	10%	-0.1%	i	48
CCN(CC)c1ccc(/C=N/N2C(=O)c3ccccc3C2=O)cc1	4%	5.2	48	-2.0%	-10%	-32%	i	0.1	1%	0.2%	i	26
CC(=O)Nc1ccc(N/C(=N\S(=O)(=O)c2ccccc2)c2ccccc2)cc1	8%	-0.1	74	3.3%	12%	-5%	i	1.0	17%	0.0%	i	6
CCOC(=O)C1(Cc2cccc(OC)c2)CCN(Cc2cccnc2)CC1	-26%[20 µM]	-0.7	92	/	10%	-17%	i	1.5	8%	0.2%	i	57
CN1CC(=O)N(CC(=O)Nc2ccc3c(c2)CCC3)C1=O	18%	-1.1	35	-5.1%	-1%	-28%	i	0.8	5%	-0.1%	i	32
CCCCSc1nnc([C@@H]2CCCN2C(=O)OC(C)(C)C)o1	-42%	-0.8	53	-7.4%	0%	3%	i	0.5	-11%	-0.2%	i	56
CCNC(=O)NC(=O)COc1ccccc1C#N	14%	-0.4	50	-7.3%	-2%	-24%	i	1.3	3%	-0.2%	i	41
CCCCOc1ccc(Cc2c(Cl)nc(SC)nc2N2CCOCC2)cc1	8%	5.5	49	2.0%	14%	-14%	i	0.4	1%	-0.2%	i	52
Cc1cccc(NC(=O)CNC(=O)COc2ccc(-c3ccc(C#N)cc3)cc2)c1C	18%	0.7	47	1.9%	2%	-6%	i	0.6	-3%	0.4%	i	56
Cc1ccc(NC(=O)N(CCCN2CCOCC2)Cc2cccs2)cc1C	37%	-0.4	85	-3.7%	4%	8%	i	2.9	4%	-0.2%	i	43
COc1cccc(N2CCN(C(=O)c3ccc(N4C(=O)NC5CC4(C)Oc4ccccc45)cc3)CC2)c1 (stereo unspecified)	26%	2.4	79	-0.2%	5%	-12%	i	0.8	4%	-0.3%	i	36
Cc1noc(C)c1S(=O)(=O)N(C)CC(=O)Nc1ccc(F)cc1	-4%	0.5	45	-1.6%	16%	2%	i	2.4	10%	0.7%	i	42
CCCSc1nsc(NC(=O)CCC)n1	27%	0.9	40	4.3%	-69%	-34%	i	0.7	-21%	-0.5%	i	46
CCCOc1ccc2[nH]c(C(=O)N/N=C/c3cc(OC)c(OC)c(OC)c3)cc2c1	-15%	1.1	50	0.3%	1%	40%	i	0.8	-17%	-0.2%	i	17
Cc1sc2nc(SCC(=O)Nc3ccccc3F)[nH]c(=O)c2c1C	-12%	1.0	52	-1.5%	21%	-21%	/	/	0%	-0.1%	i	11
Cc1cccc(N=CC=C2OC(C)(C)C(C)(C)O2)c1	-13%	0.7	76	-2.6%	11%	-7%	+	3.2*	3%	0.5%	i	48
Cc1ccc(NC2(C#N)C(=O)Nc3ccccc32)cc1 (stereo unspecified)	-30%	-0.5	44	1.0%	0%	14%	i	0.5	-2%	-0.2%	i	38
Cc1ccc(S(=O)(=O)N(CCO)Cc2cc3ccc(C)c(C)c3[nH]c2=O)cc1	-26%	5.1	61	9.2%	0%	-13%	i	1.5	-10%	0.2%	i	7
Cc1ccc(NC(=S)NN2CCN(C)CC2)c(C)c1	0%	-0.6	81	0.5%	11%	-8%	i	0.1	2%	0.7%	i	48
O=c1cnn(Cc2ccc(Cl)c(Cl)c2)c2ccccc12	-2%	0.0	62	4.6%	6%	6%	i	0.7	-3%	-0.2%	i	41
O=C(Nc1ccc(F)cc1)c1cc2cc(Cl)ccc2[nH]1	29%	0.7	94	1.9%	4%	16%	i	0.6	-4%	-0.1%	i	38
COc1ccc(N(CCC#N)S(=O)(=O)c2cccc3nsnc23)cc1	35%	1.1	43	-0.2%	14%	-27%	i	0.5	-2%	-0.2%	i	6
C=CCn1c(SCC(=O)NC2CC2)nnc1-c1cccs1	20%	1.5	55	-0.5%	-2%	-8%	i	0.5	2%	-0.2%	i	16
Cc1cc(C)c(OCC(O)CN2CCN(c3ccccn3)CC2)c(C)c1 (stereo unspecified)	-5%[20 µM]	-0.9	86	-1.0%	-6%	15%	i	0.1	-2%	-0.1%	i	42
Cc1ccc(Cl)cc1NC(=O)CSC(N)=O	-8%	1.8	30	4.3%	12%	-16%	i	1.3	13%	-0.1%	i	30
Cc1ccc(NC(=O)NCCCN2CCOCC2)cc1	35%	-0.3	42	-2.8%	1%	-13%	i	0.4	7%	-0.1%	i	36
CCC(C)C(=O)Nc1ccccc1N1CCN(c2ccc(F)cc2)CC1 (stereo unspecified)	-8%[20 µM]	3.6	61	0.0%	1%	-5%	i	0.5	4%	-0.1%	i	10
CCN(CC)Cc1c(-c2ccccc2)[nH]c2ccc(C)cc2c1=O	-5%	0.2	78	-6.1%	8%	6%	i	1.9	10%	0.0%	i	36
O=C(Nc1cccn(Cc2c(Cl)cccc2Cl)c1=O)c1ccccc1Cl	-33%	4.6	90	1.9%	4%	10%	i	2.7	8%	0.6%	i	36
Cc1cc2cc(OCc3ccccc3)ccc2n1C	-39%[20 µM]	-0.5	50	-3.2%	-44%	-90%	i	1.2	-16%	-0.4%	i	59
CCN(CC)C(=O)CSCc1cnn(-c2ccccc2)c1-n1cccc1	-8%	-0.7	87	-5.4%	17%	26%	i	2.1	11%	-0.1%	i	48
Cc1cc(NC(=O)CCN2C(=O)/C(=C/c3ccccc3F)SC2=S)no1	16%	-1.6	65	1.4%	-7%	-37%	/	/	2%	-0.1%	i	31
COc1cccc(Nc2nnc(SCC(=O)Nc3sccc3C(N)=O)s2)c1	-227%[20 µM]	6.3	59	0.9%	7%	53%	i	1.1	-2%	0.2%	i	23
Cc1noc(C)c1C(=O)NCCc1c(C)[nH]c2ccccc12	-26%	-0.3	44	5.2%	-10%	-10%	i	5.9	-9%	-0.2%	i	9
O=C(O)c1ccc(CN(Cc2ccccc2)S(=O)(=O)c2ccc(Cl)cc2)cc1	-47%	-0.2	44	2.5%	24%	-5%	i	0.6	-3%	-0.1%	i	46
Cc1ccc(NC2CCCN(C(=O)c3cnc4ccccn4c3=O)C2)cc1C (stereo unspecified)	-22%	-0.9	57	0.9%	2%	-31%	i	3.2	-5%	-0.2%	i	24

Among those listed so far, these contain a tert-butyl group.
SMILES	KOR beta-arrestin-1	NTR1 ag	NTR1 ag cell count 20 µM	KOR beta-arrestin-2	HEK293 NOD2/NF-kB	NOD1 inhibition	Myeloid diff 2	Myeloid diff 2 GFP+ MAC1+ %	GPR55 LPI antagonism	GPR55 beta-arrestin	T cell HTS	T cell HTS vesicle-bound %
CC(C)(C)CN1CCN(CC#Cc2ccccc2)CC1CCO (stereo unspecified)	-35%	1.2	56	5.0%	-10%	47%	i	0.7	-23%	0.3%	i	52
CCCCSc1nnc([C@@H]2CCCN2C(=O)OC(C)(C)C)o1	-42%	-0.8	53	-7.4%	0%	3%	i	0.5	-11%	-0.2%	i	56

Screening data deposited in PubChem by several laboratories.

This is a subset (hit frequency here may not be typical).
